Screens as filed in PubChem.
MEKK3 PB1 HTS = modulators of MEKK3-MEK5 PB1 binding, primary screen, biochemical, wildtype MEKK3, multiplex bead flow cytometry, Alexa488-MEK5. binding response (% of control), % at 10 µM. Mitogen-activated protein kinase kinase kinase 3 (Homo sapiens), Q99759. bead-based flow cytometry, Alexa488-MEK5 binding to MEKK3; actives lie on both sides; 0 = blocked by unlabeled MEK5, 100 = vehicle. actives 1.4% (n = 290,000);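 active = binding response more than 3 SD above or below the average of its plate-row segment, actives on both sides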;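 note: Alexa488 bead fluorescence after subtracting the streptavidin-only scavenger bead signal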
V1aR counter = agonists of human V1a receptor, primary screen, counter-screen for OXTR agonist project, fluorescence, CHO-V1R cells. activation, % at 3 µM. actives 0.25% (n = 320,000). Vasopressin V1a receptor (Homo sapiens), P37288. Fluo-8 calcium fluorescence, agonist mode; 0% DMSO, 100% 3 nM vasopressin;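 active = activation above the mean activation of all tested compounds plus 3 SD, per screening run, cut at about 20% in these data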;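 note: signal is peak over basal fluorescence ratio across a 100 second FLIPR read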
Target sequence (P37288 whole entry, looked up): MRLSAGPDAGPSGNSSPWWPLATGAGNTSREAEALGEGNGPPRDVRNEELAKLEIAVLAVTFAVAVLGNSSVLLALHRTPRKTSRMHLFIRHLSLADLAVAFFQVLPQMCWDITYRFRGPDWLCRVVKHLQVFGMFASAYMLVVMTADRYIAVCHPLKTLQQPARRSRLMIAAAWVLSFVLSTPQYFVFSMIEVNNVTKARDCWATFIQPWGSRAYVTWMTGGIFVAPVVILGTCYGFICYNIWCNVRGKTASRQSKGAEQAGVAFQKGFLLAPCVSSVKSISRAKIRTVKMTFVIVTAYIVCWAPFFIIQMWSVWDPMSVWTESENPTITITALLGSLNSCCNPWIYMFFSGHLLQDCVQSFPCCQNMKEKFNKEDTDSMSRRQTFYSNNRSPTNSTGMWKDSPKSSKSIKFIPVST
PHOSPHO1 block = PubChem AID 1565; recombinant PHOSPHO1, absorbance phosphatase assay; actives 1.1% (n = 290,000); inhibition, % at 13.3 µM; in the data active = inhibition above about 60%
Target sequence (Q8TCT1 whole entry, looked up): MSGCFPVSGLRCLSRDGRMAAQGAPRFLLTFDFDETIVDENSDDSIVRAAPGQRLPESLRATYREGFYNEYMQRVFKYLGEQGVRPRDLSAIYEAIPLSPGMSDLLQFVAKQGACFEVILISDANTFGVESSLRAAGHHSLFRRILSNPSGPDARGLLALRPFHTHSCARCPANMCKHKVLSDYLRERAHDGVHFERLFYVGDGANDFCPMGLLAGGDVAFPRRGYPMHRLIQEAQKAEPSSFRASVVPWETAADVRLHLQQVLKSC
OXTR agonist = human OXTR agonists, primary screen, fluorescence, CHO-OTR cells, Fluo-8 calcium; Fluo-8 calcium fluorescence; normalized: DMSO 0%, oxytocin 100%; activation, % at 3 µM; actives 0.32% (n = 320,000);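 active = activation above the mean of all tested compounds plus 3 SD, cutoff set per screening run, cut at about 20% in these data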;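 note: peak over basal fluorescence ratio from a 100 s FLIPR kinetic read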
Target sequence (P30559 whole entry, looked up): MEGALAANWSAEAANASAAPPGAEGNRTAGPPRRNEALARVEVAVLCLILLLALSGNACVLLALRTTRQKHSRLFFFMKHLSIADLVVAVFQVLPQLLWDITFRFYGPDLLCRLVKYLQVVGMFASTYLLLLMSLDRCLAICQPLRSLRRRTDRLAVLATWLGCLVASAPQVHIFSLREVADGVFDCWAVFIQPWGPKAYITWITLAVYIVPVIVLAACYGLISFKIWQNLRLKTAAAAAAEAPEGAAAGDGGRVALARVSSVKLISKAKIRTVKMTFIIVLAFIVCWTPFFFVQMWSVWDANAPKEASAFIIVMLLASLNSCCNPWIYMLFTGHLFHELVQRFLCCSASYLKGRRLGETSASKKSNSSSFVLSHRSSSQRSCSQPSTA
MEKK2mut PB1 HTS = MEK5 binding signal on mutant MEKK2 PB1, primary screen, biochemical, multiplex bead flow cytometry, Alexa488-MEK5. Alexa488-MEK5 binding to MEKK2 mutant. percent response, % at 10 µM. actives 0.35% (n = 290,000); in the data active = percent response above about 24%, passing the limit was not always enough; note: inactives centre near 1; some results filed as inactive read as strong as hits; reference of the scale not given here
MEKK2wt PB1 HTS = modulators of MEK5 binding to wildtype MEKK2, primary screen, biochemical, multiplex bead flow cytometry, Alexa488-MEK5. Mitogen-activated protein kinase kinase kinase 2 (Homo sapiens), Q9Y2U5. Alexa488-MEK5 binding to MEKK2 WT; actives lie on both sides. binding response (% of control), % at 10 µM. actives 1.1% (n = 290,000). AID 1531, 2009; in the data active = binding response below about 67% or above about 130%
GPR7 antagonist = GPR7 receptor antagonists, primary screen, cell-based, fluorescence, single concentration. Neuropeptides B/W receptor type 1 (Homo sapiens), P48145. GPR7-expressing cells, fluorescence antagonist assay. inhibition, % at 4.4 µM. actives 1.1% (n = 290,000). AID 1861, 2009; in the data active = inhibition above about 16%, passing the limit was not always enough;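 note: cells stimulated with the agonist NPW; 0% = agonist with vehicle and 100% = vehicle without agonist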
GalR3 antag = GalR3 antagonists in HEK293 cells, primary screen, cell-based, fluorescence readout; Galanin receptor type 3 (Homo sapiens), O60755; HEK293 GalR3-CNG cAMP membrane potential fluorescence; galR3 body fused to GalR1 C-terminus; inhibition, % at 3 µM; actives 0.44% (n = 360,000); AID 651719, 2012;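 active = inhibition above the screen-wide average plus 3 SD, cut at about 13% in these data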;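 note: forskolin and galanin both at EC90 stimulate the cells; cAMP rise reported by CNG channel membrane potential dye signal; 0% = forskolin plus galanin with DMSO and 100% = forskolin alone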
NALP1 inh = NALP1 inflammasome inhibitors in reconstituted yeast, colorimetric, S. cerevisiae, triplicate retest. inhibition, % at 10 µM. actives 0.61% (n = 280,000). S. cerevisiae NALP1/ASC/caspase-1 growth, X-gal OD620, 72 h; in the data active = inhibition mostly above about 24%, no sharp cut-off; inactive = mostly below about 32%; note: some compounds called inactive have numbers as strong as hits
* hit, by the source's call; · = not tested or not shown; [ ] = another dose, or the depositor's remark. Outcome played no part in choosing rows. About 5.4% of those tested had a hit in this group.

The line under a structure holds: MEKK3 PB1 HTS | V1aR counter | PHOSPHO1 block | OXTR agonist | MEKK2mut PB1 HTS | MEKK2wt PB1 HTS | GPR7 antagonist | GalR3 antag | NALP1 inh
> COc1ccccc1-c1nn2c(=O)cc(C)nc2s1
→ · | 0.6 | 8 | 0.4 | · | · | -3 | -5 | 14
> CCN1CCN(CCNC(=O)CSCc2nc(-c3ccc(OC)c(OC)c3)oc2C)CC1
→ 114 | -0.3 | 20 | 0.7 | 3 | 113 | 5 | -1 | 8
> CCOC(=O)C1=C(C)NC(=O)NC1C (configuration not stated)
→ 97 | 0.1 | -7 | -0.3 | -2 | 98 | 12 | -5 | -4
> COc1cc(/C=N/NC(=O)CC2(C)OCCCO2)ccc1OCc1ccc(Cl)cc1Cl
→ 97 | 2.8 | 2 | 0.7 | -2 | 100 | -6 | 3 | 7
> Fc1ccc(-c2ccc(CNCc3ccccn3)o2)cc1Cl
→ 105 | 4.7 | 25 | 4.7 | 25* | 140* | -11 | -9 | 4
> O=C(COC(=O)c1cccnc1Cl)c1ccc(Cl)cc1Cl
→ 100 | 2.2 | 30 | 2.2 | 11 | 102 | -15 | -6 | 5
> Cc1cc(C)cc(C(=O)Nc2ccc(N3CCCC3)cc2)c1
→ 99 | -0.9 | 15 | -1.3 | 2 | 99 | -17 | -8 | -8
> CCCn1nc(C(=O)OCC(=O)c2ccccc2)c2ccccc2c1=O
→ 99 | -1.0 | 9 | -2.1 | -2 | 96 | -10 | -7 | 0
> CCSc1nnc(CNc2ccc(F)cc2)n1CC1CCCO1 (configuration not stated)
→ 99 | 1.7 | 2 | -0.1 | 0 | 106 | -11 | -7 | -6
> O=C(NC(=S)Nc1cccc2ncccc12)c1ccco1
→ 101 | 1.2 | -68 | -0.1 | 2 | 105 | -8 | -5 | 4
> C=CCn1c(CSCc2ccccc2)nnc1SCC(=O)N1CCN(c2ccccc2)CC1
→ 99 | 5.2 | -9 | 0.5 | 13 | 97 | 4 | -3 | 24
> CCOC(=O)c1ccc(NC(=S)NC2CCCC2)cc1
→ 65*[inhibitor] | 11 | 0 | 10 | -1 | 95 | -3 | -1 | 29
> COc1ccc(C2c3ccc4ccccc4c3Oc3ncn(CCO)c(=N)c32)cc1 (configuration not stated)
→ 115 | 0.5 | 19 | 0.8 | 20 | 151* | 10 | · | 20
> O=C(C1CCN(C2CCN(Cc3ccsc3)CC2)CC1)N1CCOCC1
→ 100 | -0.4 | -10 | 1.2 | 6 | 107 | -6 | -2 | -5
> COc1cc(C(=O)NCc2nnc(SCC(=O)N3CCC(C)CC3)o2)cc(OC)c1OC
→ 106 | -0.7 | 3 | -2.4 | 5 | 111 | 3 | 1 | -10
> O=C(NCC(c1cccnc1)N1CCN(c2ccc(F)cc2)CC1)c1ccc(F)cc1 (configuration not stated)
→ 102 | 0.7 | -3 | 0.5 | 6 | 102 | 20 | -3 | -12
> CCOc1ccc2nc(NC(=O)CSC3=NCCS3)sc2c1
→ 99 | 2.6 | -4 | -0.6 | 7 | 98 | 5 | -4 | -4
> O=C(CSC1=N/C(=C/c2ccc(Cl)c(Cl)c2)C(=O)N1c1ccccc1F)NC1CC1
→ 105 | 0.6 | -14 | -0.6 | -1 | 100 | 0 | -1 | 25
> CC(C)C(=O)Nc1ccc2nn(-c3ccc(F)cc3)nc2c1
→ 100 | 1.5 | 8 | 0.5 | 2 | 97 | 6 | · | 12
> CN(C)C(CNC(=S)Nc1ccccc1)c1cccnc1 (configuration not stated)
→ 106 | -1.1 | -15 | -0.1 | 19 | 115 | -9 | -7 | 18
> CN(Cc1ccccc1)c1ccc(C(CC(N)=O)NC(=O)Cc2ccc(Br)cc2)cc1[N+](=O)[O-] (configuration not stated)
→ 106 | 2.7 | -3 | 0.3 | 3 | 108 | · | -8 | ·
> CCCCc1ccc(-c2ccc(C)cc2O)nc1
→ 109 | 0.9 | 5 | 0.0 | 3 | 108 | 21 | 3 | 2
> Cc1ccc2oc(=O)cc(CN3CCN(C/C=C/c4ccccc4)CC3)c2c1
→ 101 | -0.8 | 1 | -0.7 | 17 | 110 | -18 | 0 | 8
> Cc1ccc(N(C(=O)CNC(=O)c2ccco2)C(C(=O)NC2CCCC2)c2ccncc2)cc1C (configuration not stated)
→ 103 | 1.1 | 22 | 0.7 | 0 | 98 | -12 | -2 | 20
> COc1ccc(C(C)=O)cc1COC(=O)CNC(=O)c1ccccc1F
→ 138* | 0.4 | 7 | -0.4 | -1 | 103 | -5 | 0 | ·
> O=C(O)CNC(=O)c1ccc(N2CCOCC2)cc1[N+](=O)[O-]
→ 102 | 0.8 | 6 | 1.1 | 0 | 101 | -11 | 2 | -9
> CCN(CC)S(=O)(=O)c1ccc(-c2nnc(SCc3nnc(-c4ccc(C)cc4)o3)n2CC)cc1
→ 98 | 5.6 | 8 | 1.9 | 1 | 100 | -4 | -6 | 11
> Cc1ccc(Nc2nc(C)cc(C)c2C(N)=O)cc1
→ 102 | -0.8 | 14 | -0.2 | 9 | 101 | -3 | -3 | -7
> O=C(NC1CCCC1)C(c1ccc(O)cc1)N(CC1CCCO1)C(=O)C1COc2ccccc2O1 (configuration not stated)
→ 99 | -0.3 | 1 | -0.8 | -1 | 96 | -9 | -4 | 8
> Cc1sc2nc(SCC(=O)Nc3ccccc3F)[nH]c(=O)c2c1C
→ 98 | 0.1 | 14 | 0.5 | -1 | 93 | -5 | -4 | 17
> COc1ccc(S(=O)(=O)N2CCC(C(=O)NCc3ccncc3)CC2)cc1
→ 107 | -0.6 | 53 | 0.1 | 10 | 109 | -3 | 1 | 18
> CCCCCCc1ccc(N2C[C@H](C)[C@@H](CC(=O)NCc3ccccc3)C2=O)cc1
→ 105 | 0.1 | -2 | 0.3 | 1 | 103 | -14 | -1 | 8
> CC(C)NC(=O)NC(=O)CSc1nnc(-c2ccccc2F)n1N
→ 95 | 0.7 | 10 | -1.1 | -2 | 94 | -14 | -6 | -4
> COc1ccc2[nH]cc(C(=O)CN3CCN(C4CCCCC4)CC3)c2c1
→ 101 | -1.6 | 0 | -1.2 | 5 | 104 | -4 | -2 | 9
> Nc1c(-c2ccccc2)c(CN2CCOCC2)nn1-c1ccc(C(=O)O)cc1
→ 96 | 0.5 | 0 | -0.6 | -2 | 92 | 2 | -3 | 18
> CC1CN(C(=O)/C=C/c2ccc3c(c2)OCO3)CC(C)O1 (configuration not stated)
→ 109 | 1.7 | 28 | 0.4 | 6 | 109 | 6 | -2 | 35
> C=C(C)Cn1c(C2CC(=O)N(Cc3ccccc3)C2)nc2ccccc21 (configuration not stated)
→ 103 | 0.9 | 15 | 0.1 | 7 | 107 | · | -2 | ·
> COc1ccc2cc(-c3cc(C(=O)OCC(=O)NC4CCS(=O)(=O)C4)c4ccccc4n3)ccc2c1 (configuration not stated)
→ 96 | 3.9 | 8 | 1.7 | -2 | 93 | -2 | -1 | 2
> CN(C)c1nc(OCCNC(=O)Nc2ccccc2)nc(N2CCCCC2)n1
→ 96 | 0.2 | 22 | -0.8 | -4 | 96 | -3 | -5 | 7
> OC1(c2cccnc2)CCN(Cc2nnnn2C2CCCCC2)CC1
→ 105 | 0.7 | 9 | -0.5 | 4 | 109 | -4 | -2 | -9
> CC1CN(c2nnnn2-c2ccccc2)CC(C)O1 (configuration not stated)
→ 101 | 0.0 | -8 | 0.7 | 1 | 97 | 5 | 3 | 9
> CCCC(=O)Nc1sc(C)c(C)c1C#N
→ 98 | -0.6 | 37 | -2.3 | -10 | 91 | -1 | 4 | 2
> Cn1c(=O)c2c(nc(Sc3nc4ccccc4n3CC(=O)N3CCCCC3)n2C)n(C)c1=O
→ · | -1.1 | -14 | -0.7 | · | · | -13 | -5 | -2
> COc1ccc(Oc2nc(-c3ccncc3)nc3ccccc23)cc1
→ 101 | 0.7 | 37 | -1.6 | -1 | 102 | -10 | -6 | 11
> COc1ccc(OC)c(N(CC(=O)NCCSC2CCCCC2)S(=O)(=O)c2ccccc2)c1
→ 96 | 1.6 | 9 | 0.8 | 2 | 100 | 24 | 0 | -1
> COc1ccc(N2CCN(C(=O)c3ccccc3N(C)S(=O)(=O)c3ccccc3)CC2)cc1
→ 100 | 1.3 | 23 | 0.4 | 6 | 104 | -9 | -3 | 13
> O=C(Cn1cnc2ccccc2c1=O)NCCC(=O)Nc1ccccc1C(F)(F)F
→ 101 | -0.6 | 18 | 0.1 | 1 | 103 | -14 | -6 | 13
> COCCCn1c(=S)[nH]c2sc3c(c2c1=O)CCCC3
→ 102 | -0.3 | 22 | -0.9 | 7 | 102 | 8 | -8 | -5
> COc1ccc(NC(=O)C2OC3OC(C)(C)OC3C3OC(C)(C)OC23)cc1 (configuration not stated)
→ 86 | 0.1 | -10 | 1.4 | 5 | 104 | 0 | -1 | 21
> CC1=C([N+](=O)[O-])C(c2ccccc2)C2=C(N1)c1ccccc1C2=O (configuration not stated)
→ 103 | 1.4 | 37 | 1.8 | 3 | 102 | 15 | -7 | 3
> COc1ccc(N2CCN(CCNC(=O)CCS(=O)(=O)c3cccc4nsnc34)CC2)cc1
→ 77 | 0.7 | -18 | -0.6 | -5 | 81 | 3 | · | 15
> COc1cc(/C=C2/C(=N)N3C(=NC2=O)SN=C3S(C)(=O)=O)ccc1OS(=O)(=O)c1ccc(C)cc1
→ 102 | -1.4 | 17 | -2.1 | 0 | 103 | 15 | -2 | -3
> O=C(NCC1CCN(Cc2ccccc2F)CC1)C1CCCN(c2ncnc3c2nc2n3CCCCC2)C1 (configuration not stated)
→ 95 | 1.0 | -5 | -1.2 | -6 | 98 | -11 | 15* | 25
> Cc1cccc(N2CCN(C(=O)c3cccc(S(=O)(=O)N4CCc5ccccc5C4)c3)CC2C)c1 (configuration not stated)
→ 100 | 2.4 | -16 | 2.0 | 6 | 121 | 6 | -5 | 31
> c1ccc(-n2ncc3c2ncn2c(C4CCCCC4)nnc32)cc1
→ 97 | · | 11 | · | -5 | 100 | 11 | · | 5
> Cc1ccc(CNC(=O)CCCC(=O)O)cc1
→ 100 | -0.2 | -4 | 0.3 | 11 | 103 | -7 | -2 | 24
> COC(C[C@H]1O[C@H]1[C@H](O)[C@H](C)OCc1ccccc1)OC
→ 107 | · | 18 | · | 5 | 103 | · | · | ·

Grouped by structure: those above with a nitro group on carbon (3)
The line under a structure holds: MEKK3 PB1 HTS | V1aR counter | PHOSPHO1 block | OXTR agonist | MEKK2mut PB1 HTS | MEKK2wt PB1 HTS | GPR7 antagonist | GalR3 antag | NALP1 inh
> CN(Cc1ccccc1)c1ccc(C(CC(N)=O)NC(=O)Cc2ccc(Br)cc2)cc1[N+](=O)[O-] (configuration not stated)
→ 106 | 2.7 | -3 | 0.3 | 3 | 108 | · | -8 | ·
> O=C(O)CNC(=O)c1ccc(N2CCOCC2)cc1[N+](=O)[O-]
→ 102 | 0.8 | 6 | 1.1 | 0 | 101 | -11 | 2 | -9
> CC1=C([N+](=O)[O-])C(c2ccccc2)C2=C(N1)c1ccccc1C2=O (configuration not stated)
→ 103 | 1.4 | 37 | 1.8 | 3 | 102 | 15 | -7 | 3
